Screens: PubChem BioAssay, Fisher Drug Discovery Resource Center
NPYLR7 ag: activates Aedes aegypti NPYLR7 receptor; HEK293T NPYLR7/Galpha15, GCaMP6s calcium fluorescence; activation, % at 10 µM; hit rate 0.15% among 270,000; in the data active = activation above about 40%;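 also: 0% = vehicle and 100% = reference agonist at the receptor; some compounds past the cut are filed as inactive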
hcGAS inh: human cGAS inhibition. Q8N884. recombinant h-cGAS, ATP depletion, Kinase-Glo luminescence. inhibition, % at 12.5 µM. hit rate 0.081% among 290,000;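 also: 0% = vehicle reaction and 100% = reaction without DNA for no activity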
Target sequence (Q8N884 whole entry, looked up): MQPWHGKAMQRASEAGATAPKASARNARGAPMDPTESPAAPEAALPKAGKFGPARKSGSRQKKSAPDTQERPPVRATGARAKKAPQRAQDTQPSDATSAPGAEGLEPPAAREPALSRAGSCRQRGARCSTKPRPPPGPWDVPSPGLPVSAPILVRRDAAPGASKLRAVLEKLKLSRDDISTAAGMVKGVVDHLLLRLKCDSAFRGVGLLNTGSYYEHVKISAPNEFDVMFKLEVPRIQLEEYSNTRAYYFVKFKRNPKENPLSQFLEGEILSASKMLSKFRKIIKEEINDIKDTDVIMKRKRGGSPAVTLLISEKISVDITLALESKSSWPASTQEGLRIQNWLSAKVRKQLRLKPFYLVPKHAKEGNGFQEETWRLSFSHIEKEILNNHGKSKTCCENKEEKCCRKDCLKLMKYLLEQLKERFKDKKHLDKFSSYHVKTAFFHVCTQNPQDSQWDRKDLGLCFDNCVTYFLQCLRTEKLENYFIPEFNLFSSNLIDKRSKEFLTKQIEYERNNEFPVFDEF
mcGAS lum: inhibitors of mouse cGAS; recombinant cGAS, Kinase-Glo ATP depletion luminescence; inhibition, % at 12.5 µM; hit rate 0.15% among 160,000;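 also: 0% = negative control wells and 100% = reference inhibitor with no enzyme activity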
* = called active by the depositor; / = no result given. Rule as the data show it, unless noted: active = inhibition above about 40%; inactive = the rest.

SMILES	NPYLR7 ag	hcGAS inh	mcGAS lum
Cc1ccc(Cc2nc(CSc3ccc(F)cc3F)cs2)cc1	2.7	-5.9	-5.3
O=C(CN1CCOc2ccccc2C1)N[C@@H]1c2ccccc2C[C@@H]1O	-4.3	-3.7	-13.3
COc1ccc(NC(=O)NCCS(=O)(=O)c2c(C)n(C)c3ccccc23)cc1	-0.6	3.9	/
Cc1cnc(C(=O)NC2CC(C)(C)Cc3c2cnn3-c2cccc(F)c2)cn1 (stereo not drawn)	-10.6	4.6	-1.1
CC(C1=CCCN(CCn2cccc2)C1)N(C)C(=O)c1ccco1 (stereo not drawn)	1.4	0.0	/
COc1ccc2cc(C3CN(C(=O)CN4CCCC4=O)CCO3)ccc2c1 (stereo not drawn)	-0.1	-9.7	/
O=C(Nc1ccc(-c2nc3ccccc3[nH]2)cc1)C1CCCN(Cc2nccs2)C1 (stereo not drawn)	18.6	-6.4	-10.4
Nc1nc(SCC(=O)Nc2cccc(C(F)(F)F)c2)[nH]c(=O)c1NC(=O)c1ccc(F)cc1	-6.8	-6.6	-8.0
COc1cc(-c2nc3sc4c(c3c(=O)[nH]2)CCC4)ccc1OCc1ccccc1	-0.2	6.2	-2.4
C=C[C@]1(C)Cc2occ(C)c2C[C@H]1C(=C)C(=O)O	-0.4	1.2	-5.0
COc1ccc(C(=O)CCC(=O)N2CCN3CCNC(=O)C3C2)cc1 (stereo not drawn)	6.2	-4.2	-16.4
Clc1cccc(-c2nc(N3CCC(Cc4ccccc4)CC3)c3ccccc3n2)c1Cl	-1.2	-3.0	-5.1
CCCCC(=O)N1CCN(c2cc(Oc3ccc(C)cc3)ncn2)CC1	/	-7.2	-7.2
CC(=O)c1ccc(NC(=O)CSc2nc(=O)n(N3CCN(C)CC3)c3c2CCC3)cc1	-5.1	-9.1	-10.3
CC(=O)Oc1c(-c2ccc(NC(=O)CC(C)(C)C)cc2)c(-c2ccccc2F)nn1-c1ccc(F)cc1	-0.2	-0.8	-3.2
Cc1cccc(Cn2cccc(C(=O)O)c2=O)c1	3.0	-8.8	/
O=c1c2ccc(C(F)(F)F)cc2nc2n1CC/C2=C/c1csc(Br)c1	-0.5	-6.7	/
c1ccc(CC2(CNC3CC3)CC3CCC2C3)cc1 (stereo not drawn)	6.8	-3.1	/
Cc1ccc(C)c(NC(=O)C2(C)CCCN2C(=O)C(C)C)c1 (stereo not drawn)	3.9	-15.0	-7.2
CCn1nc(C(=O)Nc2cc(C)nn2-c2nc3ccc(OC)cc3s2)cc1C	-8.5	-10.6	-13.2
CCOCC(=O)N(C)CCC(O)c1ccccc1 (stereo not drawn)	4.5	8.7	0.2
O=[N+]([O-])c1cccc(C2Oc3ccccc3C3CC(c4ccc5c(c4)OCCO5)=NN32)c1 (stereo not drawn)	3.7	-6.9	/
O=c1c2cnc3ncnn3c2ccn1C1CCCC1	1.8	-8.1	/
O=S(=O)(Nc1ccc2c(c1)OCO2)c1ccc(Br)s1	-0.8	-2.5	/

Single values from the list:
Under NPYLR7 ag, c1ccc(CC2(CNC3CC3)CC3CCC2C3)cc1 (stereo not drawn) is listed with 6.8
Under mcGAS lum, CCCCC(=O)N1CCN(c2cc(Oc3ccc(C)cc3)ncn2)CC1 is listed with -7.2

Carrying on.
SMILES	NPYLR7 ag	hcGAS inh	mcGAS lum
COc1cccc(NC(=S)NCCc2cc3c(OC)ccc(OC)c3[nH]c2=O)c1	2.9	-1.2	3.5
Cc1cc(C(=O)N(CCCN(C)C)c2nc3ccccc3s2)n(C)n1	-0.2	-7.5	-7.5
CNc1cc(C(=O)N2CCCC(CCc3ccc(F)cc3)C2)ccn1 (stereo not drawn)	4.9	-5.3	-8.5
COc1cccc(CO[C@]2(C(=O)NC3CC3)CC(OCc3c(F)cccc3F)[C@H](O)[C@H](O)C2)c1 (stereo partly drawn)	1.1	-1.8	-3.6
CCc1cnc(C)nc1N[C@@H](C)c1cccc(OC)c1	-0.5	-7.1	/
CCOc1ccccc1-n1c(=O)[nH]c2c(C(N)=O)nc(-c3ccncc3)nc21	11.5	-13.3	/
CCCC(NC(=O)Cc1ccccc1)C(=O)Nc1ncccc1Br (stereo not drawn)	4.4	-7.7	/
CC(C(=O)N1c2ccccc2NC(=O)C1(C)C)N1CCN(Cc2ccc3c(c2)OCO3)CC1 (stereo not drawn)	2.1	-2.6	/
CCN1CCN(c2c(CN(C3CC3)S(C)(=O)=O)c(C)nn2-c2cccc(F)c2)CC1	16.8	-3.0	-4.4
CC(Cl)C(=O)N1CCN(c2nc(C3CC3)nc3sc4c(c23)CCCC4)CC1 (stereo not drawn)	-9.3	-5.8	-3.8
C1=CCC(c2cn(Cc3ccccc3-n3cccn3)nn2)CC1 (stereo not drawn)	9.8	-4.4	/
CCCCN(Cc1cccn1Cc1cccc(C(F)(F)F)c1)C(=O)CN(CC)C(=O)c1ccc(Cl)cc1Cl	-6.5	-14.5	-4.1
COC(=O)c1cc2n(n1)CCCN(C(=O)C/C=C/c1ccccc1)C2	11.9	-2.9	-17.6
OCCCc1nc2ccccc2n1CCCOc1ccccc1	0.9	-2.1	/
CN(C)C(=O)c1ccc(NC(=O)Cn2cnc3cc(Cl)ccc3c2=O)cc1	3.7	-8.1	-16.7
CCn1ncc(CN2CCCCCCN(C)C(=O)[C@@H]3CCC[C@@H]32)c1C	/	-7.4	-5.5
CCCc1cc(C(=O)OC)c(N2C(=O)CC(Sc3ccccc3C(=O)O)C2=O)s1 (stereo not drawn)	-9.5	3.6	-3.0
Cc1ccc(C(=O)OCC(=O)N2CCNC2=O)cc1NC(=O)c1ccco1	6.7	-7.4	-12.8
CN1CCC(NC(=O)C2(C)CCN2Cc2ccc3ccccc3c2)CC1 (stereo not drawn)	1.8	-1.7	/
NC(=O)C1CCN(C(=O)CNc2ccc(Cl)c(C(F)(F)F)c2)CC1	12.8	-9.6	/
COc1cccc(C(=O)N2C(C(=O)NCc3ccccn3)COC23CCCCC3)c1 (stereo not drawn)	0.8	2.1	0.1
COc1cc(OC)c(NS(=O)(=O)c2ccc(Cl)cc2)cc1Cl	-0.1	-0.1	-3.8
Cc1cccc(C(=O)N2CCCC(OCc3cccc(OC(F)(F)F)c3)C2)c1 (stereo not drawn)	-3.3	0.6	/
CN(C)C(=O)N1CCC(C(=O)Nc2ccc(Oc3ccccc3)cc2)CC1	0.9	-7.7	/

In the list so far, these contain a COOH group:
SMILES	NPYLR7 ag	hcGAS inh	mcGAS lum
C=C[C@]1(C)Cc2occ(C)c2C[C@H]1C(=C)C(=O)O	-0.4	1.2	-5.0
Cc1cccc(Cn2cccc(C(=O)O)c2=O)c1	3.0	-8.8	/
CCCc1cc(C(=O)OC)c(N2C(=O)CC(Sc3ccccc3C(=O)O)C2=O)s1 (stereo not drawn)	-9.5	3.6	-3.0

More compounds.
SMILES	NPYLR7 ag	hcGAS inh	mcGAS lum
CC1CCCCN1CCCN1CC2=C(C1=O)C(c1cccc(Cl)c1Cl)NC(=O)N2C (stereo not drawn)	22.9	0.6	-4.3
Cc1[nH]c(=O)sc1C(=O)NCc1ccc(Cl)c(Cl)c1	-6.5	5.0	/
CC(OC(=O)c1cc(-c2ccc(Cl)cc2)n[nH]1)C(N)=O (stereo not drawn)	8.2	-6.1	-14.3
CCN(CC)C(=O)Cn1cc(C(=O)NCCSc2nccn2C)nn1	1.1	-7.3	/
O=S1(=O)CCC=C1c1ccccc1CN1CCOCC1	-1.8	-2.3	-16.2
O=C(COCC(F)(F)F)N1CCN(C(=O)Cc2ccccn2)CC1	9.5	-6.3	/
Cc1ccc(S(=O)(=O)NC(=O)c2cc(C)n(CCCN3CCOCC3)c2C)cc1	-1.2	-4.4	-7.5
COc1ccc(C)cc1NC(C)C(=O)N1CCCCCC1 (stereo not drawn)	9.3	-7.8	-5.9
CC(NC(=O)C(C)(C)c1ccccc1F)C(=O)N(C)C (stereo not drawn)	12.2	-8.1	-8.4
CCc1cc(=O)[nH]c2cc(NC(=O)Cc3ccccc3Cl)ccc12	25.5	-4.0	/
CCCC(C)NC(=O)C1CCCN(C(=O)c2ccccc2F)C1 (stereo not drawn)	7.7	-10.5	/
CC(C)n1nccc1NC(=O)c1ccc(=O)n(C)n1	6.1	-3.0	/
CSc1ccc(-c2nc(Cn3cnc(C4CC4)n3)c(C)o2)cc1	-3.6	2.6	/
CC(C)(CN1CCOCC1)NCc1cn[nH]c1-c1ccc(F)cc1	-0.9	-2.9	-11.7
Cn1nc(NC(=O)c2ccccc2C(F)(F)F)c2c1NC(=O)CC2c1ccccc1 (stereo not drawn)	7.3	-7.9	-7.9
O=C(/C=C/c1ccccn1)N1CCC(CN2CCCCCC2)CC1	8.4	-6.0	/
COc1ccc(NS(=O)(=O)c2ccccc2OC(F)(F)F)c(C(=O)NCc2ccccc2)c1	17.5	-5.5	-4.9
Cc1nc(N2CCC(C)CC2)ncc1-c1cc(=O)[nH]c(N2CCc3ccccc3C2)n1	-0.3	-6.2	-5.4
NC(=O)C1CCCC1NC(=O)Nc1ccc(N2CCOCC2)c(F)c1 (stereo not drawn)	0.9	-5.7	-10.6
CC1(C)CC(=O)c2cc3c(N)c(C(=O)Nc4ccc(F)cc4)sc3nc2C1	-0.7	-4.1	/
COc1cc(C)c(C(=O)N(CC(F)(F)F)C2CCC2)cc1OC	1.3	-15.3	/
O=C(CC1=CCCCC1)N1CCC(n2cnc3cc(C(F)(F)F)ccc32)CC1	8.7	-3.4	-4.2
CCN1CCN(C(=O)c2c(C3CC3)nn(-c3ccccc3Cl)c2C)CC1	2.8	-0.5	-3.3
CCn1nnc2c(Nc3cccc(F)c3)ncnc21	6.3	-4.2	-5.6
CN(C/C=C/c1ccco1)Cc1nc2ccc(F)cc2[nH]1	-1.0	-4.6	-9.4
Cc1cc([N+](=O)[O-])cc2c(N=Nc3cccc4cccnc34)c(O)[nH]c12	-9.4	-2.4	-4.1
FC(F)(F)c1cccc(CNc2ncnc3[nH]ncc23)c1	2.9	-3.6	/
COc1cc(NCc2cc(-c3ccccc3)nn2C)ncn1	17.5	-6.2	-9.7
CC(C)C1CN(C(=O)Cn2cccnc2=O)CCCN1CC1CC1 (stereo not drawn)	28.6	-7.3	/
CCOC(=O)CC(=O)N1CCN(c2nc3nccc(-c4cccnc4)n3n2)CC1	4.3	1.5	3.4
O=S1(=O)CC/C(=N\NS(=O)(=O)c2ccc(Br)cc2)c2ccccc21	-0.1	-7.5	/
CN1Cc2ccccc2CC1C(=O)NCCc1csc(-c2cccnc2)n1 (stereo not drawn)	7.2	-4.4	/
COc1ccc(-n2ccnc2CN2CCN(c3nccnc3C)CC2)cc1	-0.2	-6.2	/
COc1cc(C2=NC(=Cc3ccc(N4CCOCC4)s3)C(=O)O2)cc(OC)c1OC	1.0	6.6	/
O=C(Nc1ccc(F)cc1)c1cc(-c2ccc(Cl)s2)nc2ccccc12	-7.1	-3.6	-4.7
CSc1ncccc1C(=O)N1CCN(CC(OCc2ccc(C(F)(F)F)cc2)c2ccc(Cl)cc2)CC1 (stereo not drawn)	/	-1.3	0.9
CNC(=O)[C@@H]1C[C@H](N)CN1S(=O)(=O)c1cc(C)c(Cl)cc1C	-2.3	1.4	/
CC(O)CNc1nccnc1-c1cccc(/C=C/C(=O)O)c1 (stereo not drawn)	23.9	-4.9	-1.5
COc1ccc(C(NC(=O)C2CCN(CCOc3ccc(Cl)cc3Cl)CC2)c2ccccn2)cc1 (stereo not drawn)	30.5	-4.6	-2.8
COc1cccc(-c2ccc(SCCN3CCCCC3)nn2)c1	10.4	-7.2	/
CCS(=O)(=O)N1CCN=C1SCc1ccc([N+](=O)[O-])cc1	11.3	-10.4	-7.5
C#CCNC(=O)CN1CCN(C(=O)NCC2(c3cccs3)CCCC2)CC1	-2.7	-7.1	-18.6
Cc1ccc(S(=O)(=O)Oc2ccc(-c3nc4ccccc4o3)cc2CN2CCOCC2)cc1	11.9	-2.9	-4.7
Cc1ccc(-c2cc(C(=O)N3CCSCC3)cc(S(=O)(=O)N3CCOCC3)c2)s1	7.9	-4.6	-15.0
O=C(CN1CCCc2cc(F)ccc21)Nc1nccs1	0.5	11.9	-1.6
CCOC(=O)N1CCCC(C(=O)NCc2csc(-c3ccccc3)n2)C1 (stereo not drawn)	0.3	-5.9	/
O=C(NCc1ccccc1-n1ccnc1)C1CCN(c2ccccc2)C1=O (stereo not drawn)	-1.2	-7.7	-9.4
COc1cccc(CO[C@]2(C(=O)NCC3CCCO3)CC(OCc3cccc(OC(F)(F)F)c3)[C@@H]3OC(C)(C)O[C@@H]3C2)c1 (stereo partly drawn)	6.0	3.2	-4.4
CSc1ccccc1-n1c(C2C3CCCCC32)n[nH]c1=S (stereo not drawn)	-9.2	-0.4	-5.4
CC(C)(C(N)=O)N1CCN(C(=O)c2cc(C(F)(F)F)cc(C(F)(F)F)c2)CC1	12.7	-11.2	/

Arranged by heavy-atom count (low to high): seven of the compounds above
SMILES	NPYLR7 ag	hcGAS inh	mcGAS lum
O=S(=O)(Nc1ccc2c(c1)OCO2)c1ccc(Br)s1	-0.8	-2.5	/
CC(OC(=O)c1cc(-c2ccc(Cl)cc2)n[nH]1)C(N)=O (stereo not drawn)	8.2	-6.1	-14.3
COc1cc(OC)c(NS(=O)(=O)c2ccc(Cl)cc2)cc1Cl	-0.1	-0.1	-3.8
CCCC(C)NC(=O)C1CCCN(C(=O)c2ccccc2F)C1 (stereo not drawn)	7.7	-10.5	/
O=C(COCC(F)(F)F)N1CCN(C(=O)Cc2ccccn2)CC1	9.5	-6.3	/
O=c1c2ccc(C(F)(F)F)cc2nc2n1CC/C2=C/c1csc(Br)c1	-0.5	-6.7	/
Cc1cccc(C(=O)N2CCCC(OCc3cccc(OC(F)(F)F)c3)C2)c1 (stereo not drawn)	-3.3	0.6	/

This is a random part of the collection; about 0.26% have a hit in one of these screens.
